mIAP act = activators of mouse IAP, primary screen, biochemical, luminescence, uHTS | intestinal alkaline phosphatase [Mus musculus] | muIAP, CDP-Star luminescence, 30 min; stronger effect = higher value; 1 = vehicle-only enzyme signal, 0 = enzyme-free wells | activation factor at 10 µM | hit rate 0.24% among 330,000;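 active = activation factor of at least 2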; also: the source names both 10 and 20 µM as test concentration; values of inactives mirror those of a sister screen read the other way
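Assay system: mouse IAP enzyme; reagent: chemiluminescent substrate CDP-Star; dosing: test compounds delivered from DMSO solution; schedule: 30 min at room temperature; measured by: luminescence from enzymatic CDP-Star hydrolysis; controls: DMSO-only wells and no-enzyme negative control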
mIAP block = inhibitors of mouse IAP, primary screen, biochemical, luminescence, uHTS; intestinal alkaline phosphatase [Mus musculus]; purified mouse IAP, CDP-Star luminescence, 30 min; inhibition, % at 10 µM; hit rate 0.2% among 330,000;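 active = inhibition of at least 40% at 10 µM in the primary screen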;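 also: plate controls were DMSO with enzyme for no effect and no enzyme wells for full effect; values of inactives mirror those of a sister screen read the other way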
APOBEC3A inh = APOBEC3A ssDNA deaminase inhibitors, primary screen, selectivity assay for APOBEC3G inhibitor project, biochemical, FAM/TAMRA oligo cleavage fluorescence; DNA dC->dU-editing enzyme APOBEC-3A (Homo sapiens), P31941; recombinant A3A, FAM/TAMRA ssDNA deamination fluorescence; inhibition, % at 20 µM; hit rate 0.41% among 330,000; AID 493011, 2011;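 active = at least 40% inhibition at 20 µM here, with at most 30% in a related deaminase screen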;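 also: plate controls were A3A with DMSO for no effect and wells lacking A3A enzyme for full effect; some results filed as inactive read as strong as hits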
Target sequence (P31941 whole entry, looked up): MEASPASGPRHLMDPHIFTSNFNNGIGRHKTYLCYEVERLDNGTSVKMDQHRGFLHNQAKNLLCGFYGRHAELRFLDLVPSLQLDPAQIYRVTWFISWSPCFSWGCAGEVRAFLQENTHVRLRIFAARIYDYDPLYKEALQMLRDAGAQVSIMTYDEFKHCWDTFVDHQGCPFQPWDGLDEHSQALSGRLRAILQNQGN
tim10-1 inh = growth inhibitors of tim10-1 mutant yeast, primary screen, luminescence, uHTS; S. cerevisiae tim10-1 ts strain growth, BacTiter-Glo, 24 h; inhibition, % at 20 µM; hit rate 2.2% among 330,000; AID 463190, 2010;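 active = inhibition of at least 40%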;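 also: mutant grown at 25 °C; 0% = DMSO wells with yeast and 100% = wells holding no yeast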
NALP3 yeast inh = NALP3 inflammasome inhibitors in reconstituted yeast, primary screen, luminescence, uHTS | Yeast reconstituted NLRP3/ASC/caspase-1, beta-gal luminescence, 24 h | inhibition, % at 10 µM | hit rate 0.39% among 330,000 | AID 2825, 2010;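 active = inhibition of 50% or more; inactive = inhibition below 50%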;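 also: plate controls were induced DMSO wells for no effect and uninduced yeast grown without galactose for full effect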
hIAP inh = human IAP inhibitors, primary screen, biochemical, luminescence, uHTS; AID 2544, 2010; Intestinal-type alkaline phosphatase (Homo sapiens), P09923; inhibition, % at 10 µM; purified IAP, CDP-Star luminescence, 30 min; hit rate 0.12% among 330,000;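 active = inhibition reaching a set limit with compound at 10 µM in the primary screen, cut at about 35% in these data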;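 also: plate controls were DMSO wells with enzyme for no effect and no-enzyme buffer wells for full effect; values of inactives mirror those of a sister screen read the other way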
beta cell repl = inducers of MIN6 beta-cell proliferation, primary screen, ATP luminescence, uHTS | MIN6 cells proliferation, ATPlite luminescence, 48 h; cells starved in 0.2% serum; 100% = growth in 10% serum | proliferation, % at 10 µM | hit rate 0.29% among 330,000;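 active = compounds whose signal lies at least 3.5 SD above the mean of all wells on their plate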;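 also: 0% = DMSO-treated cells in low-serum medium and 100% = 10% serum control; some compounds called inactive have numbers as strong as hits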
A3G deaminase = APOBEC3G DNA deaminase inhibitors, primary screen, biochemical, fluorescence, single-stranded DNA substrate, uHTS. DNA dC->dU-editing enzyme APOBEC-3G (Homo sapiens), Q9HC16. recombinant A3G, ssDNA deamination FAM/TAMRA fluorescence. inhibition, % at 20 µM. hit rate 0.28% among 330,000. AID 493012, 2011;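 active = inhibition of at least 40% at 20 µM, with no more than 30% in the related APOBEC3A deaminase screen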;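 also: plate controls were DMSO wells with A3G for no effect and wells lacking A3G enzyme for full effect; some compounds called inactive have numbers as strong as hits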
Target sequence (Q9HC16 whole entry, looked up): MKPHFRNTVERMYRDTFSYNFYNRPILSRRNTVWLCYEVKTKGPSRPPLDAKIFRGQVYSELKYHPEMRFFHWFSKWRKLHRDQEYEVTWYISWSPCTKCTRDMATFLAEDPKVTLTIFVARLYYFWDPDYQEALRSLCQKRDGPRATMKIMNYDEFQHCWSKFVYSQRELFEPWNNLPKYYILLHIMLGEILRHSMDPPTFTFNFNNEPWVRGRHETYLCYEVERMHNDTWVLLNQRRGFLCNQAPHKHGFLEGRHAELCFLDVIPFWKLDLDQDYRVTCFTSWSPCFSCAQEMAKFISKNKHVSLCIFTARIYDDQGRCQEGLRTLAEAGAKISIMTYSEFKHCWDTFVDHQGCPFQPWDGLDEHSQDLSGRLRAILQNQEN
TIM10 inh = growth inhibitors of isogenic TIM10 control yeast, primary screen, counter-screen for tim10-1 yeast inhibitor project, luminescence, uHTS; inhibition, % at 10 µM; S. cerevisiae TIM10 strain growth, BacTiter-Glo luminescence, 24 h; hit rate 1.4% among 330,000;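 active = inhibition of 40% or more at the single tested concentration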;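 also: wild-type TIM10 isogenic control strain grown at permissive 25 °C; 0% = DMSO yeast wells and 100% = minimal medium wells without yeast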
The depositor's hits bear a star. Not all compounds are listed. The share of hits here may be higher or lower than overall.

SMILES | mIAP act | mIAP block | APOBEC3A inh | tim10-1 inh | NALP3 yeast inh | hIAP inh | beta cell repl | A3G deaminase | TIM10 inh
O=C1NC(=O)N(CCc2ccc(F)cc2)C(=O)/C1=C/c1ccco1 | 0.908 | 9.2 | 74.2* | 19.4 | 7.1 | 10.5 | -4.6 | 26.5 | -23.0
Cc1cc(Cl)ccc1OC(C)C(=O)O (stereo not drawn) | 0.94 | 6.0 | -2.9 | 5.0 | 0.5 | 5.8 | -0.8 | -1.8 | 6.5
CN1C(=O)N(C)C(=O)C2(Sc3ccccc3C2=O)C1=O | 1.07 | -7.0 | -3.9 | -16.9 | 1.7 | -6.6 | 0.1 | -0.2 | -7.9
CN[C@@H](C)[C@@H](O)c1ccccc1 | 1.07 | -7.5 | 3.6 | 1.9 | 21.7 | -8.3 | -1.2 | -4.6 | 2.5
Clc1ccc2c(N3CCNCC3)ccnc2c1 | 1.03 | -2.8 | 0.2 | -1.0 | 11.1 | -3.1 | -1.2 | -1.4 | -13.6
C=C(C=O)C[C@@H]1C[C@H](O)C2OC3C[C@]4(C)OC5/C=C\CC6OC7C(CC=CCC6OC5CCCC4OC3CC2O1)OC1CC2OC3CC(=O)OC3C[C@@H](C)C[C@@]2(C)OC1C[C@@H]7C (stereo partly drawn) | 0.958 | 4.2 | 0.0 | 8.6 | 24.3 | -1.1 | -5.6 | -6.3 | 11.1
CCC1C(C#N)=C(N)Oc2c1c(=O)oc1ccccc21 (stereo not drawn) | 0.862 | 13.8 | 1.0 | -7.3 | 22.4 | 5.8 | -0.8 | -8.5 | 3.2
COc1ccc(CCC(=O)NCCc2cnc[nH]2)cc1 | 0.97 | 3.0 | -1.1 | -3.0 | 5.5 | -6.4 | -1.5 | -5.7 | -0.9
Cc1ccnc(-n2c(C)cc(/C=C3\C(=O)NC(=S)N(C)C3=O)c2C)c1 | 0.916 | 8.4 | -1.3 | 25.9 | 3.6 | 10.0 | 0.0 | -0.6 | 3.2
CCn1c(=O)cc(OCC(=O)N2CCC3(CC2)OCCO3)c2ccccc21 | 0.883 | 11.7 | 1.9 | 8.5 | 1.9 | 12.5 | 0.7 | -3.5 | -2.9
CC(Cc1ccccc1)[n+]1cc(/N=C(\[O-])N(C)C)on1 (stereo not drawn) | 0.957 | 4.3 | -0.2 | 13.6 | 3.6 | -14.0 | -1.8 | -2.9 | -4.2
COC(=O)C1=C(c2c(C)noc2C)C[C@@H]2CC[C@H]1N2C(=O)NC1CC1 | 0.954 | 4.6 | -3.1 | -7.0 | 13.1 | 2.1 | -2.3 | -7.9 | -6.7
CN1C(=O)C(=Cc2ccc(Sc3ccccc3)o2)C(=O)N(C)C1=O | 1.09 | -9.2 | -0.6 | 27.1 | -1.3 | 4.5 | -2.4 | -2.3 | -5.6
Cc1cc(C=C2C(=O)N(C)C(=S)N(C)C2=O)c(C)n1C1CCCCC1 | 0.843 | 15.7 | 1.9 | 16.0 | 10.2 | 5.6 | -0.7 | -3.6 | -4.7
O=C(Nc1ccccc1)Oc1ccccc1 | 1.05 | -5.0 | -6.6 | -10.9 | -5.5 | -7.8 | -2.1 | -4.5 | -9.3
CCCCn1c(=O)c(C(=O)Nc2ccccn2)c(O)c2ccccc21 | 0.905 | 9.5 | -2.0 | -14.1 | 15.3 | 9.0 | -3.6 | -4.7 | -5.0
COc1ccccc1-n1c(O)c(/C=C2\C=Nc3ccccc32)c(=O)[nH]c1=O | 0.805 | 19.5 | -6.1 | -8.2 | 10.2 | -21.2 | -2.0 | -8.9 | -7.0
CCCCCCn1c(=O)c(C(=O)Nc2c(C)n(C)n(-c3ccccc3)c2=O)c(O)c2ccccc21 | 0.99 | 1.0 | -6.7 | 16.7 | 18.4 | 4.5 | -5.2 | 0.2 | -2.2
NNCc1cccc(O)c1 | 0.907 | 9.3 | 1.1 | 9.7 | 21.6 | -5.4 | -2.9 | 1.9 | 10.1
Cc1oc(-c2ccc(F)cc2F)nc1CN1C[C@@H]2C[C@@H](C1)c1cccc(=O)n1C2 | 0.875 | 12.5 | -1.7 | 10.9 | -13.9 | 4.3 | 2.2 | -2.3 | 14.6
CN(C)CC1CCCCC1OC(=O)c1ccc(Cl)c(Cl)c1 (stereo not drawn) | 1.14 | -13.9 | 2.4 | 10.7 | 29.4 | 6.4 | -0.8 | 12.7 | 2.7
CCOC(=O)C1(CCCc2ccccc2)CCN(C2CCC2)CC1 | 0.959 | 4.1 | 0.6 | 5.1 | 21.9 | 3.9 | -2.6 | -1.6 | 6.3
CCn1ccnc1CN1CCCC(C(=O)c2ccc(OC)cc2OC)C1 (stereo not drawn) | 0.991 | 0.9 | -1.5 | 2.0 | 0.1 | -8.9 | 0.7 | -5.8 | 1.8
COC(=O)C[C@]1(C(=O)OC)CN(C#N)N(c2ccc(Cl)cc2)C12c1ccccc1-c1ccccc12 | 0.979 | 2.1 | -2.0 | 46.3* | 25.5 | 5.3 | -3.7 | -3.2 | 31.6
Cc1nc2ccccc2c(=O)n1-n1cnnc1 | 0.995 | 0.5 | 3.0 | -11.3 | 0.6 | -20.2 | -1.8 | 3.9 | -2.0
C[C@]12CCC(=O)C=C1CCC1C2CC[C@@]2(C)C1CC[C@@H]2O (stereo partly drawn) | 0.952 | 4.8 | -3.6 | -33.5 | 52.9* | -3.8 | -2.3 | -1.5 | -27.5
COc1ccc(O)c2c(=O)c3c(OC)cc4c(c3oc12)C1C=COC1O4 (stereo not drawn) | 0.899 | 10.1 | -0.5 | 34.9 | 9.1 | 19.4 | -3.0 | -1.1 | 35.7
Cc1cc(C)[n+](C2C3CC4CC(C3)CC2C4)o1 (stereo not drawn) | 0.991 | 0.9 | -2.7 | -2.6 | 2.4 | -14.0 | 0.0 | -11.9 | -5.9
O=c1[nH]c(O)c(C=Nc2ccc(F)c(Cl)c2)c(=O)[nH]1 | 0.938 | 6.2 | -4.8 | 16.3 | 4.0 | -1.5 | -0.1 | -7.7 | -13.3
COC(=O)C1=C(c2ccc(C(C)=O)cc2)C[C@@H]2CC[C@H]1N2C(=O)N1CCCC1 | 1.07 | -7.2 | -0.5 | 6.3 | -2.1 | 10.4 | 1.1 | -11.1 | -11.1
Cc1nc(Cl)sc1C(=O)Nc1ccc2ccccc2c1 | 0.983 | 1.7 | -1.8 | 30.2 | -4.7 | -16.4 | 0.0 | -9.9 | 13.7
Cc1c2cnn(CC(=O)N3CCC4(CC3)OCCO4)c(=O)c2c(C)n1Cc1cccc(Cl)c1 | 0.974 | 2.6 | -3.1 | -0.2 | 0.4 | 4.9 | 1.7 | -5.4 | -2.2
Clc1cccc(N2CCNCC2)c1Cl | 1.05 | -4.8 | 1.1 | 8.3 | 7.7 | 5.5 | -2.6 | -6.5 | -7.5
O=C(c1ccccc1)c1cn(CC(=O)N2CCOCC2)c2ccccc12 | 1.05 | -4.6 | -2.4 | 13.1 | -14.7 | 5.0 | -3.1 | -3.8 | 0.2
C=CCn1c(O)c(C=Nc2ccc(N(CC)CC)cc2)c(=O)[nH]c1=O | 1 | -0.3 | -3.3 | -3.0 | 17.2 | 4.4 | -4.4 | -6.2 | 9.5
CC(=O)O[C@@]12CO[C@@H]1C[C@H](O)[C@@]1(C)C(=O)[C@H](O)C3=C(C)[C@@H](O)C[C@@](O)([C@@H](OC(=O)c4ccccc4)C12)C3(C)C (stereo partly drawn) | 0.935 | 6.5 | -2.4 | 3.1 | 9.1 | 17.1 | -4.4 | -3.2 | -4.0
CCC1(CC)C(=O)C=CNC1=O | 1.04 | -3.7 | -3.8 | 2.2 | 16.0 | 14.0 | -4.4 | -6.2 | 9.4
CCOC(=O)c1c(-n2c(C)cc(C=C3C(=O)NC(=S)NC3=O)c2C)sc2c1CCCC2 | 0.486 | 51.4* | 35.2 | 30.0 | 3.9 | -1.7 | -6.0 | 48.7 | 28.6
Cc1cc2ccccn2c1C(C[N+](=O)[O-])c1c(F)cccc1Cl (stereo not drawn) | 0.926 | 7.4 | -3.0 | 39.0 | 58.8* | -3.0 | -4.2 | -4.7 | 52.7*
CCCCn1c(O)c(C(CC)=NCc2ccc3c(c2)OCO3)c(=O)[nH]c1=O | 0.907 | 9.3 | -5.1 | 7.6 | 14.6 | 14.9 | -0.5 | -7.0 | 18.7
O=C(Nc1nccs1)C(Cl)(Cl)Cl | 1.23 | -23.2 | 1.3 | 17.3 | 40.6 | 1.4 | -2.3 | 5.1 | 16.9
CC(C)c1ccc(C2N3CCCN23)cc1 (stereo not drawn) | 0.919 | 8.1 | 2.2 | 9.8 | 5.1 | -0.9 | 0.0 | -4.6 | -1.2
COC(=O)c1cccc(N=Cc2c(O)n(Cc3ccc(F)cc3)c(=O)[nH]c2=O)c1 | 0.955 | 4.5 | -0.8 | 7.0 | 6.0 | 5.2 | -2.4 | 5.7 | -3.5
CCC(=NCCCO)c1c(O)n(-c2ccc(OC)cc2)c(=O)[nH]c1=O | 1.05 | -5.5 | 1.9 | 1.3 | 14.5 | -1.5 | -1.8 | -1.1 | 11.9
COC(=O)C1=C(c2cc3ccccc3s2)C[C@@H]2CC[C@H]1N2C(=O)NCc1ccc(F)cc1 | 0.953 | 4.7 | 1.3 | 26.7 | 3.9 | 13.1 | -7.8 | -0.5 | 32.0
Cc1ccc(C2(O)CCN3CCCCC32)cc1 (stereo not drawn) | 1.01 | -1.4 | 1.5 | 6.2 | 11.1 | -14.8 | 4.1 | 1.0 | -5.7
C[N+]1(C)CCOC(O)(c2ccc(-c3ccc(C4(O)C[N+](C)(C)CCO4)cc3)cc2)C1 (stereo not drawn) | 0.983 | 1.7 | 2.8 | 0.3 | 5.9 | -2.5 | -1.0 | -1.8 | 2.2
CCOc1cc(C(=O)N2CCC3(CC2)OCCO3)cc(OCC)c1OCC | 1.12 | -12.4 | 1.8 | -6.2 | 5.8 | -8.6 | -0.4 | -3.1 | -0.1
CN1CCC2(O)OCCCC2C1 (stereo not drawn) | 0.97 | 3.0 | 4.8 | 6.3 | 3.2 | -3.3 | -3.6 | 2.8 | -11.4

Structures above that have a cyano group, in the order listed:
SMILES | mIAP act | mIAP block | APOBEC3A inh | tim10-1 inh | NALP3 yeast inh | hIAP inh | beta cell repl | A3G deaminase | TIM10 inh
CCC1C(C#N)=C(N)Oc2c1c(=O)oc1ccccc21 (stereo not drawn) | 0.862 | 13.8 | 1.0 | -7.3 | 22.4 | 5.8 | -0.8 | -8.5 | 3.2
COC(=O)C[C@]1(C(=O)OC)CN(C#N)N(c2ccc(Cl)cc2)C12c1ccccc1-c1ccccc12 | 0.979 | 2.1 | -2.0 | 46.3* | 25.5 | 5.3 | -3.7 | -3.2 | 31.6
